Assay outcomes (PubChem BioAssay)
Pol eta inh – qHTS for Inhibitors of Polymerase Eta. 390,000 compounds, 1.2% hits. recombinant Pol eta, fluorescent DNA replication assay. Potency, µM (series often up to 114 µM), for the others: at the highest dose activity change, negative = inhibition, actives largely listed as inhibitors; also: potency is read from the fitted curve at half-maximal effect; % is scaled to controls: 0 for no effect and ±100 for the full control effect
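Pol eta at 10 nM preincubated with compounds 15 min at room temperature; reaction started with fluorescent substrate (50 nM final) and read kinetically at 0 and 10 min.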
BLM helicase inh – qHTS Assay for Inhibitors of Bloom's syndrome helicase (BLM); RecQ-like DNA helicase BLM (Homo sapiens), P54132; recombinant BLM DNA unwinding, fluorescence dequenching; Potency, µM (series often up to 56.1 µM), for inactives: at the top dose activity change, negative = inhibition, actives largely listed as inhibitors; 350,000 compounds, 0.2% hits; AID 2528, 2010;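 also: potency is read from the fitted curve at half-maximal effect; plate controls were vehicle for no effect and no enzyme for full effect; nearly all actives have a fitted effect of over 35% in size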
APEX1 inh – qHTS Assay for Inhibitors of the Human Apurinic/apyrimidinic Endonuclease 1 (APE1); recombinant APE1, TAMRA/BHQ-2 abasic DNA cleavage fluorescence; Potency, µM (titrated, usually from 65.8 µM), inactives show at the highest dose activity change, negative = inhibition, usual class: inhibitors; 350,000 compounds, 0.35% hits; AID 2517, 2012;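 also: potency is read from the fitted curve at half-maximal effect; plate controls were vehicle for no effect and reference inhibitor for full effect; nearly all actives have a fitted effect of over 55% in size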
Target sequence (P27695 whole entry, looked up): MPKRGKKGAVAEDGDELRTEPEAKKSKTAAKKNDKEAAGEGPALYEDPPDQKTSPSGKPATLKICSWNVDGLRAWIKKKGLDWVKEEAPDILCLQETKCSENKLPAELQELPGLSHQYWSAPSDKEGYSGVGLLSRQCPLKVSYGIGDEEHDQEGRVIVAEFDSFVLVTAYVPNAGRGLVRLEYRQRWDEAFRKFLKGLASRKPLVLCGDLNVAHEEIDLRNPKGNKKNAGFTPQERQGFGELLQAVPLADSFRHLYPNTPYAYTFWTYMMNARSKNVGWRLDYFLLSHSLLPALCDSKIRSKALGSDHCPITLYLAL
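Step 1: APE1 (0.75 nM) with compound, 15 min RT. Step 2: add 50 nM fluorophore/quencher THF duplex. Step 3: three fluorescence reads 60 s apart (525/598 nm); read 3 minus read 1 = reaction progress.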
PGK inhibitor – qHTS Assay to Find Inhibitors of Phosphoglycerate Kinase; Phosphoglycerate kinase, glycosomal (Trypanosoma brucei brucei), P07378; AID 602233, 2012; PGK/GAPDH coupled, Kinase-Glo luminescence, 60 min; 380,000 compounds, 0.043% hits; Potency, µM (titrated, usually from 57.5 µM), for the others: at the top dose activity change, negative = inhibition, most hits filed as inhibitors; also: potency is read from the fitted curve at half-maximal effect; % is scaled to controls: 0 for no effect and ±100 for the full control effect; nearly all actives have a fitted effect of over 60% in size
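Luminescent ATP detection (Kinase-Glo Plus) follows a 60-minute room-temperature incubation, with wells lacking PGK as controls. Buffer: 100 mM TEA (pH 7.6), 5 mM MgCl2, 0.01% Tween-20. Coupling enzyme GAPDH (100 nM final) supplies unstable 1,3-BPG in-well.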
POLI inh – qHTS for Inhibitors of Polymerase Iota | DNA polymerase iota (Homo sapiens), Q9UNA4 | Pol iota fluorescent replication assay, 10 min | Potency, µM (doses to about 115 µM), for the others: at the top dose activity, negative = inhibition, actives largely listed as inhibitors | AID 588590, 2011 | 390,000 compounds, 1% hits; also: potency is read from the fitted curve at half-maximal effect
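Fluorescent replication assay read twice, at 0 min and 10 min after adding 50 nM (final) substrate. Enzyme (10 nM) and compounds were first incubated 15 min at room temperature; enzyme-free buffer wells were negative controls.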
Apoferritin bind – qHTS Assay for Identification of Novel General Anesthetics; apoferritin/1-aminoanthracene competitive binding, fluorescence; Potency, µM (titrated, usually from 77.5 µM), for inactives: at the top dose activity change, negative = displacement, most hits filed as inhibitors; 350,000 compounds, 0.074% hits; AID 485281, 2010; also: potency is read from the fitted curve at half-maximal effect; % is scaled to controls: 0 for no effect and ±100 for the full control effect; nearly all actives have a fitted effect of over 20% in size
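Horse-spleen apoferritin (10 uM) in 50% saturated 1-aminoanthracene in PBS was incubated 10 min at room temperature with compound. Fluorescence (ex 380, em 535 nm) was normalized to free and bound 1-AMA, with concentration-response fitted by a four-parameter Hill equation.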
RXFP1 antagonist – qHTS Assay for Antagonists of the Relaxin Receptor RXFP1 | Relaxin receptor 1 (Homo sapiens), Q9HBX9 | 350,000 compounds, 0.59% hits | activity change, negative = inhibition, % at 57.5 µM | HEK293-RXFP1, relaxin-stimulated cAMP HTRF, 30 min; hits give low values;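 active = activity change of -60% or lower, but not beyond a set lower limit; inconclusive = change between -60% and -40%, or beyond the set limit; inactive = change above -40%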; also: % is scaled to controls: 0 for no effect and ±100 for the full control effect
Target sequence (Q9HBX9 whole entry, looked up): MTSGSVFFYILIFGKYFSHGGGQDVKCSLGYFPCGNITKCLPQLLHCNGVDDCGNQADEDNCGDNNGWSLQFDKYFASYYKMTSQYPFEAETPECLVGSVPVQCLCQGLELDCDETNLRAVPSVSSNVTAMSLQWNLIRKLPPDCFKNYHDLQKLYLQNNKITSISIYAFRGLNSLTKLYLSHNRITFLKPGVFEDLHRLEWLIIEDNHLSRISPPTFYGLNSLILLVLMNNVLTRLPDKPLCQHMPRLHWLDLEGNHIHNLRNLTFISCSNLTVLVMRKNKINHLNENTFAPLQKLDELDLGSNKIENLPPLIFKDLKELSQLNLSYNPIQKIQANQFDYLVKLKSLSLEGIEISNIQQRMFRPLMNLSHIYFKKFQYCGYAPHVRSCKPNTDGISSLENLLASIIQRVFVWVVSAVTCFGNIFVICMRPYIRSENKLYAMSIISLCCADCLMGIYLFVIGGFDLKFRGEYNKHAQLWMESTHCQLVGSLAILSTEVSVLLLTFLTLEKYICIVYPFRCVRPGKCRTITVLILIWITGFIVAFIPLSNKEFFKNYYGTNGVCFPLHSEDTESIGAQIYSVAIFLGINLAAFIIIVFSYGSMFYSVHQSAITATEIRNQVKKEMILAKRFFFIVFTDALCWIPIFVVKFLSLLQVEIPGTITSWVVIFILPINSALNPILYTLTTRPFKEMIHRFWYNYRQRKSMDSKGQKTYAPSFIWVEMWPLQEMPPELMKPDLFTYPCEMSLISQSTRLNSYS
Pol kappa inh – qHTS for Inhibitors of Polymerase Kappa | Potency, µM (titrated, usually from 107 µM), for inactives: at the highest dose activity, negative = inhibition, most hits filed as inhibitors | 400,000 compounds, 0.53% hits | DNA polymerase kappa (Homo sapiens), Q9UBT6 | purified Pol kappa, fluorescent DNA synthesis assay, 10 min; also: potency is read from the fitted curve at half-maximal effect; % is scaled to controls: 0 for no effect and ±100 for the full control effect
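Here, compound and 10 nM enzyme are combined for 15 min at room temperature; adding 50 nM substrate (final) starts DNA synthesis, tracked by fluorescence at 0 and 10 min against buffer-only wells.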
POLB inh – qHTS Assay for Inhibitors of DNA Polymerase Beta; P06746; Pol beta primer extension/strand displacement, fluorescence kinetic; Potency, µM (titrated, usually from 114 µM), without a hit: at the top dose activity change, negative = inhibition, hits mostly inhibitors; 340,000 compounds, 1.3% hits; also: potency is read from the fitted curve at half-maximal effect; % is scaled to controls: 0 for no effect and ±100 for the full control effect
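Preincubation: enzyme (10 nM) with compound, 15 min, RT. Reaction: substrate added to 50 nM final. Reads: 0 and 10 min. Analysis: normalized, Hill fit.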
Numbers without * were called inactive; i = inactive; ? = inconclusive; · = no result given; [ ] = dose if it differs, or a comment. Unless noted, calls follow the shape of the dose curve; as a rule, active = well fitted curve in the direction sought with a large enough effect; inconclusive = small, poorly fitted or top-dose-only effect, or another doubt; inactive = no such curve, though single readings can be large; an effect the other way counts as inactive or inconclusive. Only part of the results is shown (hit frequency here may not be typical).

Start of the listing, in advance (2 entries):
SMILES | Pol eta inh | BLM helicase inh | APEX1 inh | PGK inhibitor | POLI inh | Apoferritin bind | RXFP1 antagonist | Pol kappa inh | POLB inh
O=C(Cn1ncc2c([nH]c3ccccc32)c1=O)Nc1cc(F)ccc1F | -12% | 0% | · | -9% | 20% | -15% | -2 | 2% | 11%
CCOc1ncccc1C(=O)Nc1cc(S(=O)(=O)N2CCOCC2)ccc1N1CCCC1 | 6% | -1% | 18% | -3% | 117%[activator] | -8% | -8 | -20% | 8%

The listing (from the top)
SMILES | Pol eta inh | BLM helicase inh | APEX1 inh | PGK inhibitor | POLI inh | Apoferritin bind | RXFP1 antagonist | Pol kappa inh | POLB inh
O=C(Cn1ncc2c([nH]c3ccccc32)c1=O)Nc1cc(F)ccc1F | -12% | 0% | · | -9% | 20% | -15% | -2 | 2% | 11%
CCOc1ncccc1C(=O)Nc1cc(S(=O)(=O)N2CCOCC2)ccc1N1CCCC1 | 6% | -1% | 18% | -3% | 117%[activator] | -8% | -8 | -20% | 8%
CCC1(C)CC2(CCCN(CCC(=O)c3ccccc3)C2)CCO1 (stereo not drawn) | -21% | -8% | -1% | -9% | 41% | -6% | 5 | -7% | 7%
CC(=O)Nc1ccnc(-c2cccnc2)n1 | 3% | 2% | -4% | -2% | 38%[activator] | -6% | 5 | 8% | -8%
O=C(c1cc2cc(Cl)ccc2[nH]1)N1CCc2ccccc2C1 | -8% | -2% | 10% | -8% | -19% | 9% | -13 | -3% | -3%
CC(=O)c1ccc(NC(=S)N2CCCC(C(F)(F)F)C2)cc1 (stereo not drawn) | -23% | -1% | -3% | 0% | 169%[activator] | -11% | -1 | 0% | 1%
CCC1SC(=Nc2cccc(C)c2)NC1=O (stereo not drawn) | -3% | 1% | -6% | i | 22% | -24% | -6 | -8% | 17%
CC[n+]1c(/C=C/c2cc([N+](=O)[O-])ccc2O)ccc2ccccc21 | -16% | 2% | -9% | -18% | 22% | -15% | -10 | -1% | 11%
CCOC(=O)c1c(NC(=O)CSc2nnc(C)c(=O)[nH]2)sc(C)c1C | · | 3% | -1% | · | · | -13% | · | · | ?
COC(=O)CCC(=O)Nc1ccc2oc3c(c2c1)CCCC3 | -16% | -2% | 6% | -9% | 134%[activator] | -3% | -13 | -11% | 17%
CCCc1ccc(S(=O)(=O)N2CCC(c3nnnn3-c3ccc(OC)cc3)CC2)cc1 | -18% | 2% | · | 10% | 11% | 2% | 8 | -6% | 36%
O=C(Cn1cnc2c(cnn2-c2ccccc2)c1=O)N1CCOCC1 | -19% | 0% | 5% | -3% | 19% | -3% | · | 0% | -6%
CCOc1ccc(N(CC(=O)N2CCCCCC2)S(=O)(=O)c2ccc(F)cc2)cc1 | -3% | -7% | 24% | -5% | -5% | ? | 0 | -4% | -13%
COc1ccc(CCNC(=O)c2cc(-c3ccncc3)nc3ccc(S(=O)(=O)N4CCOCC4)cc23)cc1OC | -4% | -11% | -23% | -2% | 30% | 2% | -3 | -14% | -4%
O=C(COc1ccc2oc(-c3ccccc3)cc(=O)c2c1)Nc1ccccc1 | -3% | -17% | 4% | i | 190%[activator] | 4% | 12 | -1% | 22%
COc1ccc(-c2nc(NC(=O)Cn3cnnn3)sc2C)cc1 | -16% | -3% | 7% | -7% | 27% | -5% | -5 | -2% | 1%
COc1cc(/C=C2/N=C(c3ccccc3F)OC2=O)cc(Cl)c1OS(C)(=O)=O | -10% | 0% | 1% | -2% | 10% | -7% | 2 | 3% | 4%
CN(C)S(=O)(=O)c1ccc(NC(=O)CCCNC(=O)c2ccc(Cl)cc2)cc1 | -3% | 0% | -13% | -4% | 2% | 5% | 0 | 1% | 100%
COc1ccc(C(=O)NNC(=O)CN(C)S(=O)(=O)c2ccc(Cl)cc2)c(OC)c1OC | -14% | · | 20% | 2% | 35%[activator] | · | 1 | 4% | ·
Cc1ccc(C)n1-c1nccc(-c2cccs2)n1 | -19% | -2% | -3% | -14% | -5% | 375%[activator] | -11 | -7% | 2%
O=S(=O)(c1ccc(Cl)cc1)N1CCC(n2cnc3cc(C(F)(F)F)ccc32)CC1 | -9% | · | · | -7% | 6% | · | 2 | -19% | ·
CC1CCN(c2nc(-c3ccccc3)c(C#N)c(=O)[nH]2)CC1 | -5% | 1% | 0% | 3% | -4% | -6% | -3 | -7% | 1%
CCOc1ccc(NC(=O)c2c(NCc3sccc3C)sc3c2CCCCC3)cc1 | -15% | -9% | · | -11% | ? | ? | -18 | 7%[60.1 µM] | ?
CCN(c1ccccc1)S(=O)(=O)c1ccc(C(=O)N2CCCC(C(F)(F)F)C2)cc1 (stereo not drawn) | -10% | · | -10% | -7% | -10% | · | -9 | -24% | ·
COc1ccc(-n2ccnc2SCC(=O)Nc2ccccc2)cc1 | -7% | 2% | -7% | i | 6% | -10% | -1 | -1% | 31%

The listing continues:
SMILES | Pol eta inh | BLM helicase inh | APEX1 inh | PGK inhibitor | POLI inh | Apoferritin bind | RXFP1 antagonist | Pol kappa inh | POLB inh
COc1ccc(N=c2ssnc2Cl)cc1 | -8% | 3% | 0% | -3% | ? | -12% | 12 | 7% | 2%
O=C(c1ccc(F)cc1)N1CCN(C2=NS(=O)(=O)c3ccccc32)CC1 | -2% | -2% | 20% | -3% | 52%[activator] | 0% | -2 | -3% | 16%
O=C(COC(=O)CN1C(=O)C2CC=CCC2C1=O)Nc1cc(C(F)(F)F)ccc1N1CCOCC1 (stereo not drawn) | 0% | -4% | 1% | 4% | 24% | ? | 1 | -13% | 18%
COc1ccc(CNS(=O)(=O)c2ccc3c(c2)CC(C)N3C(=O)C2CC2)cc1 (stereo not drawn) | -16% | -3% | -2% | 2% | 23% | -6% | 20 | -8% | 45%
COC(=O)C1=CN(Cc2ccc(OC)c(OC)c2)C=C(C(=O)OC)C1c1cccc(F)c1 | -28% | -8% | -11% | 9% | 37%[activator] | 379%[activator] | · | -10% | 0%
O=[N+]([O-])c1cc([N+](=O)[O-])c2cc(-c3cccnc3)[nH]c2c1 | -17% | · | · | -10% | -16% | · | 1 | -5% | ·
CCOC(=O)C1CCCN(S(=O)(=O)c2cc3c4c(c2)CC(=O)N4CCC3)C1 (stereo not drawn) | -6% | 1% | · | 4% | 33%[activator] | 1% | -31 | -4%[60.1 µM] | 0%
C[C@H]1CCC[C@@]2(O[C@H](CCO)C[C@H](O)[C@H]2O)O1 | -5% | · | · | 10% | 12% | · | · | 3% | ·
COC(=O)c1cc(O)c(OCc2ccccc2)c(O)c1 | -23% | -1% | -7% | -4% | -7% | 6% | · | -7% | -3%
Cc1ccc2cc(CN(CC3CCCO3)S(=O)(=O)c3cccc4nsnc34)c(=O)[nH]c2c1 (stereo not drawn) | -14% | 1% | 16% | -10% | -3% | -21% | -5 | -5% | 13%
Cc1c(CNC(=O)C2CCC(=O)N(CCc3ccccc3)C2)cnn1C (stereo not drawn) | -12% | 0% | 8% | -7% | 2% | -1% | 3 | -15% | 2%
COc1ccc(Nc2c(-c3ccc(C)cc3)nc3cnccn23)cc1 | -22% | -5% | -5% | i | -3% | ? | -1 | 12% | -21%
CS(=O)(=O)c1ccc2nc(NC(=O)Cc3ccccc3)sc2c1 | 3% | -7% | -3% | -3% | 1% | -6% | · | 3% | -14%
CCSc1nnc(NC(=O)c2ccc(C)o2)s1 | -16% | -1% | -2% | 5% | 17% | -6% | 2 | 4% | 0%
CCCSc1nc2sc3c(c2c(=O)n1-c1ccc(OC)cc1)CCN(C)C3 | -12% | -1% | 21% | -9% | -27% | -15% | -29 | -6% | 2%
CCOc1ccccc1NC(=O)C1CCN(S(=O)(=O)Cc2ccccc2)CC1 | -17% | -21% | · | i | 32%[activator] | 159%[activator] | -8 | -3% | 1%
COc1ccc(-n2nnnc2-c2ccccc2)cc1 | -12% | -2% | 9% | 2% | 2% | -7% | -7 | -4% | 1%
CCOc1ncccc1C(=O)N=c1sccn1C | 9% | 1% | 11% | -3% | -4% | 10% | 1 | 0% | 25%
CCc1ccccc1NC(=S)N1CCN(c2ccccn2)CC1 | -20% | -6% | 2% | -17% | 16% | -12% | 8 | -13% | 18%
COc1ccc(CCNC(=O)c2ccc3c(c2)N(Cc2ccccc2Cl)C(=O)c2ccccc2S3)cc1OC | -23% | -5% | · | -6% | 18% | -6% | -20 | -12%[60.1 µM] | -20%
CC1=NN(C(=O)c2ccc(Cn3nc(C)c([N+](=O)[O-])c3C)o2)C(O)(C(F)(F)F)C1 (stereo not drawn) | -1% | 1% | 1% | -15% | 10% | 5% | 8 | -16% | -20%
COc1cc(OC)nc(-n2ncc(OC)c(Br)c2=O)n1 | 0% | -2% | 2% | -9% | 12% | -14% | · | -6% | 40%
O=C1c2cccnc2C(=O)N1Cc1ccc(F)cc1S(=O)(=O)NCc1ccco1 | -13% | -3% | 15% | i | -2% | -7% | 16 | 6% | 12%
Cc1ccc(C)c(NC(=S)N2CCC(N(C)CC3CCCO3)CC2)c1 (stereo not drawn) | -12% | -1% | -3% | -5% | 23% | 3% | -26 | -5% | 3%
O=C1NCCN(Cc2c(F)cccc2Cl)C1CC(=O)N1CCCCO1 (stereo not drawn) | -3% | -12% | 7% | -1% | -24% | -2% | -5 | 4% | -24%
O=C(CN1CCN(Cc2ccc3c(c2)OCO3)CC1)Nc1ccc(F)cc1 | -15% | -15% | -8% | -1% | -6% | -8% | · | 2% | 15%
CC(C)n1nccc1NC(=O)COC(=O)c1ccc(NC(N)=O)cc1 | -9% | · | 41% | i | -15% | · | 9 | -16% | ·
Nc1ccc(N2CCCCC2)c(S(=O)(=O)Nc2ccccc2Cl)c1 | ? | -13% | -5% | i | ? | -5% | -10 | -11% | ?
